Screening data as filed in PubChem.
BCR signal inh = qHTS Assay to Find Inhibitors of Chronic Active B-Cell Receptor Signaling; ABC-DLBCL IkBa-CBG/CBR reporter, luminescence ratio, 4 h; AID 493014, 2011; 0.05% of 340,000 active; Potency, µM (doses to about 46.1 µM), for inactives: at the highest dose ratio change, negative = lower green/red ratio, usual class: inhibitors; active means well fitted inhibition curve with a large enough effect in the signal ratio, with a control signal flat, not every such curve was filed as active; inconclusive means small, poorly fitted or top-dose-only effect, or effect the other way, or a change in a side signal; the % refers to the signal ratio;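 further: potency means the concentration at half of the fitted maximal effect; plate controls were basal doxycycline-induced cells for no effect and cells given 10 µM MG132 for full effect; MG132 reads +100%, hits lower the ratio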
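Doxycycline induced both beetle luciferases in TMD8 lymphoma cells; IKK-driven degradation limits the IkappaBalpha-fused green signal, while red luminescence normalises for cell number and nonspecific effects. Compounds tested up to 46 uM, 4 hrs.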
USP2a block = qHTS Assay for Inhibitors of Ubiquitin-specific Protease USP2a Using CHOP2 as the Reporter; AID 463254, 2010; Ubiquitin carboxyl-terminal hydrolase 2 (Homo sapiens), O75604; 0.01% of 330,000 active; USP2 core, Ub-CHOP2 coupled fluorogenic reporter, 485/531; Potency, µM (series often up to 38.3 µM), for the others: top-dose activity change, negative = inhibition, actives largely listed as inhibitors;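 further: potency means the concentration at half of the fitted maximal effect; plate controls were DMSO wells for no effect and full inhibition by NEM control for full effect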
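Deubiquitinase activity read as fluorescence (485/531 nm) after Ub-CHOP2 cleavage activates the enterokinase reporter on its substrate; USP2 core 10nM, Ub-CHOP2 and substrate 25nM each, 30min compound preincubation then 60min RT; data normalized to NEM, curves fitted.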
Eya2 phos inh = qHTS Assay for Inhibitors of the Phosphatase Activity of Eya2; recombinant Eya2, OMFP fluorescence dephosphorylation (OMFP is methylfluorescein phosphate); Protein phosphatase EYA2 (Homo sapiens), O00167; Potency, µM (doses to about 76.9 µM), for the others: at the highest dose activity, negative = inhibition, usual class: inhibitors; 0.006% of 330,000 active; further: potency means the concentration at half of the fitted maximal effect; on the % scale 0 is the no-effect control and ±100 the full control effect
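Eya2 (0.2 uM) preincubated 10 min at ambient with compound, then OMFP substrate added at 50 uM; 10 min reaction in 50 mM HEPES pH 7.5, 50 mM NaCl, 5 uM MgCl2, 0.05% BSA, 1 mM DTT. Fluorescence read at Ex 485/Em 525 nm.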
TSHR antag = Antagonists of the Thyroid Stimulating Hormone Receptor: HTS campaign; 0.2% of 330,000 active; AID 504810, 2011; TSHR-expressing cells, TSH-stimulated cAMP HTRF, 2 h; active compounds read low; activity change, negative = inhibition, % at 11.5 µM; Thyrotropin receptor (Homo sapiens), P16473;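 active means activity change below a set negative limit, meaning inhibition stronger than a set level, cut at about -70% in these data; inconclusive means activity change between two set negative limits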; further: on the % scale 0 is the no-effect control and ±100 the full control effect
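Competitive HTRF cAMP read-out (cryptate anti-cAMP antibody, cAMP-d2; 30 min, room temperature) in freshly harvested TSHR cells. Compounds added before TSH at EC80 (4nM final), followed by 2 hours' incubation at 37 deg C.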
Mito fusion yeast = qHTS Assay for Small Molecule Inhibitors of Mitochondrial Division or Activators of Mitochondrial Fusion | S. cerevisiae fusion-defective mutant growth rescue, CellTiterGlo 48 h | Potency, µM (top dose mostly 46.1 µM), for inactives: at the highest dose growth rescue (activation), actives largely listed as activators | AID 485298, 2010 | 0.23% of 320,000 active;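 further: potency means the concentration at half of the fitted maximal effect; % of control where 0% means no effect; nearly all actives have a fitted effect of over 45% in size; temperature-sensitive fusion mutants such as fzo1-1 at 37 °C on non-fermentable ethanol glycerol medium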
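S. cerevisiae fusion-defective temperature-sensitive mutants (e.g. fzo1-1, mgm1-5) grown 48 h at 37C in YPEG (ethanol/glycerol non-fermentable) medium with 23 nl compound per well; growth rescue read as CellTiterGlo luminescence.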
ASM inhibitor = Inhibitors of Secretory Acid Sphingomyelinase (S-ASM): qHTS; Potency, µM (highest dose often 57.5 µM), without a hit: top-dose activity change, negative = inhibition, most hits filed as inhibitors; 0.006% of 340,000 active; placental ASM, HMU-PC fluorogenic substrate, 60 min; further: potency means the concentration at half of the fitted maximal effect
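Human placenta-derived ASM enzyme was preincubated with compound for 10 minutes at room temperature, then given fluorogenic substrate HMU-PC0 (9 uM final) for 60 minutes at 37 °C; a pH 10 stop preceded fluorescence reading at Ex 386/Em 447 nm.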
Menin MLL FP TR = qHTS Assay for Inhibitors Targeting the Menin-MLL Interaction in MLL Related Leukemias: Competition With Texas Red Labeled MLL-derived Mutant Peptide. O00255. Menin + Texas Red MLL mutant peptide, fluorescence polarization. Potency, µM (series often up to 61.6 µM), for the others: at the top dose FP activity change, negative = inhibition, hits mostly inhibitors. 0.23% of 270,000 active. AID 1768, 2009; active means well fitted inhibition curve with a large enough effect in the polarisation, with a control signal flat, not every such curve was filed as active; inconclusive means small, poorly fitted or top-dose-only effect, or effect the other way, or a change in a side signal; inactive means no such curve, though single readings can be large or run the other way; the % refers to the polarisation; further: potency means the concentration at half of the fitted maximal effect; % of control where 0% means no effect; many of its hits are not listed in these tables
Target sequence (O00255 whole entry, looked up): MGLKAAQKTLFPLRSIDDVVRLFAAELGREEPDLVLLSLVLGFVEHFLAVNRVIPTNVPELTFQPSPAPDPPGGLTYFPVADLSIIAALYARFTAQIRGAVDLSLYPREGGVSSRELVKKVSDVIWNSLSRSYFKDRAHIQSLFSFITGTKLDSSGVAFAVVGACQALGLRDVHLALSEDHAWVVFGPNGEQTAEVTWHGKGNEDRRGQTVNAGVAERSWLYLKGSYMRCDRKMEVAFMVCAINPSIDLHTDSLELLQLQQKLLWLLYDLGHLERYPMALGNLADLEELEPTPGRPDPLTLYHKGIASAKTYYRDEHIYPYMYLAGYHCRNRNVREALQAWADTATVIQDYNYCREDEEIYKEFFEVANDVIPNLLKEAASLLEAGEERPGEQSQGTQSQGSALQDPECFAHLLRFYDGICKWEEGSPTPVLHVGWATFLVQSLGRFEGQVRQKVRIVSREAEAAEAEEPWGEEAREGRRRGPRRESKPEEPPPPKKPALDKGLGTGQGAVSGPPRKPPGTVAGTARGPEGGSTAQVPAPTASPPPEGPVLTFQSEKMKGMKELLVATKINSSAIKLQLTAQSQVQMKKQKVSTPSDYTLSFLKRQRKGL
KCNH2 WT inh = qHTS for Inhibitors of KCHN2 3.1: Wildtype qHTS. activity change, % at 1.84 µM. 0.37% of 340,000 active. AID 720551, 2013. Voltage-gated inwardly rectifying potassium channel KCNH2 (Homo sapiens), Q12809. U2OS, BacMam KCNH2, thallium flux FluxOr; active compounds read low;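 active means maximum activity change below -70%; inconclusive means maximum activity change between -70% and -50%; inactive means maximum activity change above -50%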; further: on the % scale 0 is the no-effect control and ±100 the full control effect
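U2OS cells transduced with wild-type KCNH2 virus are loaded with FluxOr dye for 45 min, and thallium flux is measured in kinetic reads before and after stimulation buffer. Rate constants are normalized to DMSO controls.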
MBNL1-CUG inh = qHTS Assay for Inhibitors of MBNL1-poly(CUG) RNA binding | Muscleblind-like protein 1 (Homo sapiens), Q9NR56 | TR-FRET MBNL1-His/biotin-(CUG)12 binding, 665/545 ratio | Potency, µM (series often up to 57.5 µM), for inactives: at the highest dose activity change, negative = inhibition, hits mostly inhibitors | 0.036% of 280,000 active | AID 2675, 2010; active means well fitted inhibition curve with a large enough effect in the signal ratio, with a control signal flat, not every such curve was filed as active; inconclusive means small, poorly fitted or top-dose-only effect, or effect the other way, or a change in a side signal; inactive means no such curve, though single readings can be large or run the other way; the % refers to the signal ratio; further: potency means the concentration at half of the fitted maximal effect; on the % scale 0 is the no-effect control and ±100 the full control effect
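Compound titration spanned 92 nM–58 uM against the MBNL1-His/biotin-(CUG)12 complex. After 60 min at room temperature with 5 nM streptavidin-XL665 and 0.055 ng/ul terbium anti-His, ratiometric 665/545 nm emission (Ex 340 nm) normalized to controls.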
PKM2 act = qHTS Assay for Activators of Human Muscle isoform 2 Pyruvate Kinase. purified PKM2, Kinase-Glo ATP luminescence, activation; response scale: 0% is enzyme alone, no compound. Potency, µM (series often up to 57.5 µM), for the others: at the top dose activation, hits mostly activators. 0.34% of 260,000 active; further: potency means the concentration at half of the fitted maximal effect; on the % scale 0 is the no-effect control and ±100 the full control effect; nearly all actives have a fitted effect of over 55% in size
Target sequence (P14618 whole entry, looked up, canonical isoform): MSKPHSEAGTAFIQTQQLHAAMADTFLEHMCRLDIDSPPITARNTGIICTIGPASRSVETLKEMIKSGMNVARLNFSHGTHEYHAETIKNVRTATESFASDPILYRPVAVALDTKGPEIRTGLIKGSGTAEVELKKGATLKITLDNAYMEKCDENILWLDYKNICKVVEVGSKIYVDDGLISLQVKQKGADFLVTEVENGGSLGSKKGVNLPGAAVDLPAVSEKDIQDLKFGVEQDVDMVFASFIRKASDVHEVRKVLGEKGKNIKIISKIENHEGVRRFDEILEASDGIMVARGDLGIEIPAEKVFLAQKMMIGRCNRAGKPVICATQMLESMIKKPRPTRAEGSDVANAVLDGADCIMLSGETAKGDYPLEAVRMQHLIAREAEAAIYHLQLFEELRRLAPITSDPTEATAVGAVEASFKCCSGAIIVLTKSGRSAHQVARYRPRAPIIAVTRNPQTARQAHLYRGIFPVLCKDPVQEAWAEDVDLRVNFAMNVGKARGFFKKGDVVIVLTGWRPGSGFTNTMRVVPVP
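hPK-M2, >95% pure; 0.1 mM ADP / 0.5 mM PEP final; imidazole pH7.2 buffer w/ 7 mM MgCl2, 50 mM KCl; 1 h RT; Kinase-Glo lum. Intermediate enzyme activity for dual inhibitor/activator qHTS.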
GALK inhibitor = qHTS Assay for Inhibitors of Human Galactokinase (GALK); Potency, µM (highest dose often 57.5 µM), inactives show at the highest dose activity change, negative = inhibition, hits mostly inhibitors; P51570; AID 1868, 2009; Purified GALK, Kinase-Glo residual ATP luminescence; 0.007% of 270,000 active; further: potency means the concentration at half of the fitted maximal effect; on the % scale 0 is the no-effect control and ±100 the full control effect
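Compounds were pin-transferred into ATP buffer (35 uM final), then GALK plus galactose (5 nM, 100 uM final) was added. After 1 h at room temperature, Kinase-Glo Plus was added and luminescence read after 10 min.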
Starred values were filed as active, the others as inactive; u = inconclusive; x = no result given; & = joins results of further samples; [ ] = another dose, or the depositor's remark. Unless noted, the call rests on the fitted dose curve; in most records, active means well fitted curve in the direction sought with a large enough effect; inconclusive means small, poorly fitted or top-dose-only effect, or another doubt; inactive means no such curve, though single readings can be large; an effect the other way counts as inactive or inconclusive. Only part of the results is shown; the hit share may differ from the screen's.

SMILES	BCR signal inh	USP2a block	Eya2 phos inh	TSHR antag	Mito fusion yeast	ASM inhibitor	Menin MLL FP TR	KCNH2 WT inh	MBNL1-CUG inh	PKM2 act	GALK inhibitor
CC(Oc1ccc(F)cc1)C(=O)Nc1cc(S(=O)(=O)N2CCOCC2)ccc1N1CCCC1 (stereo not drawn)	1%	-4%	-14%	3	-2%	0%	-20%	-10	-1%	1%	2%
Cc1ccc(-n2c(SCC(=O)N3CCC(C(=O)O)CC3)nc3ccccc3c2=O)cc1C	u	-2%	-7%	7	0%	-2%	-5%	6	2%	0%	9%
CCOc1ccccc1NC(=O)CSc1nc2[nH]ncc2c(=O)[nH]1	u	0%	10%	-2	3%	-1%	x	-6	x	x	x
C/C(=N\Nc1ccc(Cl)cc1)c1ccncc1	u	3%	-11%	-1	7%	-2%	u	7	u	x	x
Cc1cc([N+](=O)[O-])cc2c1-c1ncccc1C2=Nc1ccccc1	1%	2%	-1%	11	-4%	-2%	16%	18	x	-3%	0%
Cc1c(NC2=CC(=O)CC(C)(C)C2)c(=O)n(-c2ccccc2)n1C	1%	-2%	3%	4	12%	3%	u	1	-8%	1%	0%
COc1ccccc1N1CCN(CCCNC(=O)C2CCCN(c3ncnc4c3nc3n4CCCCC3)C2)CC1 (stereo not drawn)	0%	-2%	13%	-9	-1%	-2%	u	12	-9%	x	1%
O=C(O)Cn1cc(C(=O)c2ccco2)c2ccccc21	11%	1%	6%	13	4%	-1%	0%	-1	3%	-16%	0%
Cc1ccc(NC(=O)CSc2nc(=O)n(CCN(C)C)c3c2CCCC3)c(C)c1	-1%	3%	-12%	5	-2%	0%	x	-1	x	x	x
COc1ccc(CCNC(=O)c2cnn3ccccc23)c(OC)c1OC	2%	1%	2%	4	-5%	0%	17%	-7	-2%	12%	1%
CCOc1ccccc1C(=O)NCC(=O)O	-8%	14%	15%	43	19%	9%	12%	5	-35%	6%	1%
c1ccc(-c2cc(-c3nnc4n3N=C(c3ccc5ccccc5c3)CS4)[nH]n2)cc1	u	0%	-30%	2	u	-13%	11%	13	u	-13%	2%
Cc1ccc(S(=O)(=O)N2CCN(c3ncnc4c3cnn4-c3ccccc3)CC2)cc1	4%	0%	12%	2	0%	0%	-1%	-1	-5%	-5%	0%
CCn1c(CNc2ccccc2Cl)nnc1SCCN1CCCCC1	2%	-1%	-4%	0	1%	6%	-9%	16	15%	2%	5%
COc1ccc(CCNC(=O)CCNC(=O)c2ccc([N+](=O)[O-])cc2)cc1	0%	-7%	2%	-1	0%	0%	6%	-5	u	x	-1%
O=C(COC(=O)C1CCC1)Nc1ccccc1Sc1ccccc1	-15%	4%	-23%	10	6%	-4%	4%	4	4%	-7%	0%
COc1ccc2nc(/N=C/c3c(C)[nH]n(-c4ccc(C)cc4)c3=O)sc2c1	-2%	4%	-1%	-8	-11%	-3%	15%	-8	2%	-69%	-2%
CC(C)(C)c1ccc(C(=O)NCC(=O)N/N=C/c2cccs2)cc1	6%	3%	-9%	-19	-9%	-8%	12%	8	u	x	-3%
CCOC(=O)N1CCN(C(=O)CSc2ccc(-c3ccc(OC)c(OC)c3)nn2)CC1	-1%	0%	-8%	-2	3%	0%	-15%	-16	1%	0%	-3%
Cc1ccc(NC(=S)N2CCN(Cc3ccccc3)CC2)cc1	-20%	2%	-23%	1	4%	3%	-2%	13	-14%	0%	-2%
O=C(CSCc1ccc(Cl)cc1)N1CCOCC1	1%	-1%	5%	2	1%	x	15%	-6	1%	0%	1%
O=C(CN(C(=O)CCC(=O)Nc1nccs1)c1cccc(C(F)(F)F)c1)NCC1CCCO1 (stereo not drawn)	-10%	-1%	3%	-33	-4%	1%	9%	24	1%	-7%	-4%
COc1cc(/C=N/NC(=O)c2cccc([N+](=O)[O-])c2)ccc1O	u	0%	10%	4	-2%	0%	5%	13	u	4%	13%
NS(=O)(=O)c1ccc(CCNC(=O)c2coc3ccccc3c2=O)cc1	-8%	-1%	11%	0	-1%	1%	7%	-5	-3%	x	0%
OC1(CNCc2cn[nH]c2-c2cc3ccccc3o2)CCCCC1	-18%	1%	1%	-1	-2%	-3%	-3%	5	0%	6%	-1%
O=C1CNC(=O)/C(=C/c2cccs2)N1	-10%	-6%	-5%	3	13%	2%	-9%	0	u	12%	5%
O=c1c2cc([N+](=O)[O-])ccc2nc(CN2CCN(c3ccccn3)CC2)n1-c1ccccc1F	u	0%	u	-6	-26%	1%	27%	-1	u	-9%	-1%
CCCCCN=C(C)c1c(O)c2ccccc2oc1=O	0%	2%	17%	4	9%	-3%	-7%	-12	-16%	-6%	2%
Cc1cc(NS(=O)(=O)c2ccc(NS(=O)(=O)c3ccc(Br)cc3)cc2)no1	7%	0%	1%	7	-1%	-5%	6%	-1	-1%	3%	1%
CC1CCN(CCCNC(=O)CN2C(=O)CSc3ccc(S(=O)(=O)N4CCC(C)CC4)cc32)CC1	-10%&-2%	1%	6%	5	-23%	-13%	x	18	3%	x	5%
CC1(C)CC(NC(=O)COc2ccc([N+](=O)[O-])cc2)CC(C)(C)N1	4%	0%	3%	1	-6%	-2%	1%	-17	21%	15%	-1%
O=C(CSc1nnc(CNc2ccc(Cl)cc2)n1Cc1ccccc1)NCc1ccco1	u	1%	-5%	-6	-5%	-9%	0%	1	2%	-2%	6%
COc1cc(OC)cc(-c2c(-c3cccs3)c3cc(-c4ccc5cc[nH]c5c4)ccc3n2C)c1	0%	3%	4%	-31	13%	25%	x	6	x	x	x
Cc1cc(Oc2nc3ccccn3c(=O)c2/C=C(\C#N)C(=O)NC2CCS(=O)(=O)C2)ccc1Cl (stereo not drawn)	u	1%	8%	18	-5%	x	-16%	1	u	2%	4%
CCCCOc1ccc(Cl)cc1CSc1nncn1N	u	5%	4%	-2	2%	-3%	-2%	2	-7%	-1%	0%
CC1CCCN(C(=O)COc2ccc3c(c2)OCO3)C1 (stereo not drawn)	-7%	-5%	-8%	22	9%	2%	x	14	-13%	-10%	7%
CC(C)(C)NC(=O)C(c1ccc(O)cc1)N(C(=O)CCC(=O)Nc1nccs1)c1ccc(F)cc1 (stereo not drawn)	0%	1%	7%	-4	-1%	-2%	-8%	2	-10%	0%	-2%
N#CC1(NC(=O)COc2ccc3oc4ccccc4c3c2)CCCCC1	6%	1%	9%	-5	1%	-3%	6%	-2	u	-2%	0%
CCC(C)(C)c1ccc(OC(=O)c2cccnc2Cl)cc1	-19%	-3%	-11%	-12	-6%	-1%	4%	-3	0%	-1%	-1%
CN(C)c1nc(-c2ccccc2)cc(C(F)(F)F)c1C#N	5%	0%	-23%	-1	-4%	224%[activator]	-5%	-3	8%	-1%	1%
C[C@H](CO)N1C[C@H](C)[C@@H](CN(C)S(=O)(=O)c2cccs2)Oc2ccc(NC(=O)Nc3ccccc3)cc2C1=O	-2%	2%	-4%	-7	x	-3%	x	-1	x	x	x
COc1ccc(CCNCc2c(-c3ccccc3)n(C)c3ccccc23)cc1	u	-6%	-21%	5	-29%	-2%	u	18	-10%	x	0%
